# Bioassay records from PubChem.
# CRE Fsk mod = Cell signaling CRE-BLA (Fsk stim); 71,000 compounds, 2.5% hits; CHO CRE-bla reporter (cAMP response element driving beta-lactamase), forskolin EC10, beta-lactamase ratio; Potency, µM (highest dose often 38.2 µM), for the others: at the top dose activity change, negative = inhibition, most hits filed as activators; active means well fitted activation curve with a large enough effect in the signal ratio, with a control signal flat, not every such curve was filed as active; inconclusive means small, poorly fitted or top-dose-only effect, or effect the other way, or a change in a side signal; the % refers to the signal ratio; further: potency means the concentration at half of the fitted maximal effect; % of control where 0% means no effect
#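 CRE-bla CHO reporter cells treated with compound titration plus EC10 NKH 477 (water-soluble forskolin), incubated 3 h at 37 °C; CCF4 loading 2 h at room temperature, 460/530 nm emission ratio read, AC50 values derived for positive or negative modulators.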
# ALOX15 inhib = qHTS Assay for Inhibitors of 15-hLO (15-human lipoxygenase). Polyunsaturated fatty acid lipoxygenase ALOX15 (Homo sapiens), P16050. Potency, µM (titrated, usually from 57.1 µM), inactives show at the highest dose activity change, negative = inhibition, actives largely listed as inhibitors. 74,000 compounds, 1.4% hits. purified 15hLO-1, xylenol orange hydroperoxide absorbance; further: potency means the concentration at half of the fitted maximal effect; on the % scale 0 is the no-effect control and ±100 the full control effect; nearly all actives have a fitted effect of over 55% in size
#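 Readout: Fe(III)-xylenol orange absorbance, 573-to-405 nm ratio as reaction progress. Enzyme 40 nM purified human 15hLO-1, substrate 50 uM arachidonic acid, 6 min RT after 15 min compound preincubation; Hepes pH 7.5 buffer with Triton X-100.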
# Pol III holo inh = qHTS Assay for Inhibitors of DNA Polymerase III Holoenzyme System; Potency, µM (doses to about 57.1 µM), without a hit: at the top dose activity change, negative = inhibition; AID 603, 2007; 71,000 compounds, 0.25% hits; reconstituted DNA polymerase III holoenzyme replication, biochemical; further: potency means the concentration at half of the fitted maximal effect; on the % scale 0 is the no-effect control and ±100 the full control effect
#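 Reconstituted *E. coli* holoenzyme (0.35 nM Pol III, 1 nM beta, 154 nM SSB, 2 nM primase) was preincubated with compound for 15 min at RT. Synthesis on 1.4 nM ssM13Gori ran 35 min, then was stopped with PicoGreen/EDTA and read as dsDNA fluorescence.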
# UbGFP stabilizer = Ubiquitin-GFP Assay | Ubiquitin-GFP reporter cells, proteasome inhibition, GFP fluorescence; response scale: untreated = 0%, 10 µM MG-132 = 100% | Potency, µM (doses to about 45.9 µM), without a hit: at the highest dose activation (GFP accumulation), hits mostly activators | 67,000 tested, under 10 active; active means well fitted activation curve with a large enough effect, not every such curve was filed as active; inconclusive means small, poorly fitted or top-dose-only effect, or another doubt; inactive means no such curve, though single readings can be large or run the other way; further: potency means the concentration at half of the fitted maximal effect
#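 U2OS Ub(G76V)-GFP reporter; O/N plating, 0.5% FBS; cpd 46 uM–2.9 nM, 4 h, 37 °C; GFP+ cell count, 488/515 nm; norm. to basal vs 10 uM MG-132; CRC fit.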
# BRCT PPI green = qHTS Assay for Inhibitors of BRCT-Phosphoprotein Interaction (Green Fluorophore). BRCA1 BRCT-phosphopeptide binding, green fluorescence polarization. Potency, µM (series often up to 76.9 µM), without a hit: top-dose activity change, negative = inhibition, actives largely listed as inhibitors. 75,000 compounds, 0.05% hits. AID 875, 2007;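 further: potency means the concentration at half of the fitted maximal effect; plate controls were peptide without protein for full effect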
# Target sequence (P38398 whole entry, looked up): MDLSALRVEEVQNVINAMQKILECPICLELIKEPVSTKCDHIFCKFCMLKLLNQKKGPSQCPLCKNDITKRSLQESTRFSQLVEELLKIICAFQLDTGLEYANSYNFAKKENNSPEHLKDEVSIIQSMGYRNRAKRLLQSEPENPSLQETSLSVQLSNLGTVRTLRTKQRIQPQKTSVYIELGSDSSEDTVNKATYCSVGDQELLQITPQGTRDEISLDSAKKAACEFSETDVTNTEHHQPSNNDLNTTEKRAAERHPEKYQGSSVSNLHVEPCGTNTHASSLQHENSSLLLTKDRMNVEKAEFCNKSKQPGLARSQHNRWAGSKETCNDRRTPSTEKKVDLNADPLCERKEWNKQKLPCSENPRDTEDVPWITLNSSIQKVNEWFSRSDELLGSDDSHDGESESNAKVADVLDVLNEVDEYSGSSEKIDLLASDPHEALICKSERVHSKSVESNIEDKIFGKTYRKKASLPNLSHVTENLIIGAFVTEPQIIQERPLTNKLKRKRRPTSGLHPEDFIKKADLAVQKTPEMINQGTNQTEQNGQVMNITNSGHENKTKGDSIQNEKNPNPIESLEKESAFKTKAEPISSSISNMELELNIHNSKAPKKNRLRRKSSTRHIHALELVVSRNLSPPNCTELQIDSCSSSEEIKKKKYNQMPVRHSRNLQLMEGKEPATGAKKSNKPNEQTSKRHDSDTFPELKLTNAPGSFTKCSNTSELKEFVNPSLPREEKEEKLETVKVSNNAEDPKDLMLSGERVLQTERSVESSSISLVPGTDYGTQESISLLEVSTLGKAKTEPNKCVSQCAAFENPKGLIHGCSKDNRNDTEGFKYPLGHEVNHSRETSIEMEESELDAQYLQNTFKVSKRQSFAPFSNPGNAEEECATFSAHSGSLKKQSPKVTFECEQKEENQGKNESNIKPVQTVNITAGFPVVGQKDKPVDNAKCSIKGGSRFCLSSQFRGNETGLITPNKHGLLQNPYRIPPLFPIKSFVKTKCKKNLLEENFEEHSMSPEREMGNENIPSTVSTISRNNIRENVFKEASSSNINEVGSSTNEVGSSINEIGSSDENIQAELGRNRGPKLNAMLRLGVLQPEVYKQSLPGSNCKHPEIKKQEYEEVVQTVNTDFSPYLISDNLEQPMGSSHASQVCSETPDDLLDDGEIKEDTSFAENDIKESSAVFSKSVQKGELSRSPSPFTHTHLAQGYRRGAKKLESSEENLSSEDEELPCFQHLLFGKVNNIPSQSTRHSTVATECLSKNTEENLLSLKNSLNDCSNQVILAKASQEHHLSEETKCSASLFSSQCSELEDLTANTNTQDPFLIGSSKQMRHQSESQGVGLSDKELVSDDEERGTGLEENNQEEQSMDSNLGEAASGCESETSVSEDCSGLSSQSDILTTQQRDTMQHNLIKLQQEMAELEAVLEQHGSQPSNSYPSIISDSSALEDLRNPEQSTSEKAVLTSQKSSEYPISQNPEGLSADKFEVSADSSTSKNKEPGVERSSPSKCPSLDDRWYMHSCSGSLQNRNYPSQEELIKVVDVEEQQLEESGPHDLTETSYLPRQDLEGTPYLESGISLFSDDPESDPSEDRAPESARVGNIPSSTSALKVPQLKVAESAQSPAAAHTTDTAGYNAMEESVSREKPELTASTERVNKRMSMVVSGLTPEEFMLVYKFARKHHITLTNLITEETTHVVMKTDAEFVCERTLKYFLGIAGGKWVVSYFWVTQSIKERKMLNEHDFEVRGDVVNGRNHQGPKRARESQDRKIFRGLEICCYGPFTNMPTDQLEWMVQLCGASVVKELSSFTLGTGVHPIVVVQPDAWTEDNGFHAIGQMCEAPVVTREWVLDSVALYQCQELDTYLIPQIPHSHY
#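 Compounds were incubated for 12 min at room temperature with a complex of 100 nM fluorescein-tagged pBACH1 decapeptide and 250 nM His-tagged BRCT protein. Buffer was phosphate pH 7.3 with EDTA, DTT and Tween 20. Disruption of binding lowers the polarization signal.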
# 4-MU autofl = qHTS Assay for Spectroscopic Profiling in 4-MU Spectral Region; max dye-equivalent concentration, M; AID 589, 2007; compound autofluorescence, 340/450 nm, 4-MU equivalents; stronger effect = higher value; 59,000 compounds, 11% hits; in the data active means max dye-equivalent concentration above about 10 nM; inconclusive means mostly about 1.1 nM to 9.6 nM
#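 Compounds in 100 mM Tris, pH 8.0, sat 15 min at room temperature before fluorescence was read at 340 nm excitation/450 nm emission; a per-plate six-point 4-MU standard curve converted signals to dye-equivalent concentration at each compound concentration.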
# GFP derepression = qHTS Assay for Epigenetic Modulators | mouse C127i GFP locus derepression, cytometry, 30 h | Potency, µM (series often up to 46.1 µM), without a hit: at the highest dose GFP derepression (activation) | 68,000 compounds, 0.09% hits | AID 597, 2007; further: % of control where 0% means no effect
#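 Locus derepression in mouse mammary C127i cells whose integrated CMV-GFP reporter is normally silent; GFP expression after 30 h compound treatment was quantified by counting fluorescent cells.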
# Hsp90 Hop PPI = qHTS Assay for Disrupters of an Hsp90 Co-Chaperone Interaction; Potency, µM (doses to about 57 µM), without a hit: top-dose activity change, negative = inhibition; 71,000 compounds, 0.44% hits; Hsp90 C-terminal peptide / TPR2A (Hop) interaction, human; AlphaScreen TPR2A-His6 binding biotin-Hsp90 C-terminal peptide; active means well fitted curve in either direction with a large enough effect; inconclusive means small, poorly fitted or top-dose-only effect, or another doubt; further: potency means the concentration at half of the fitted maximal effect; on the % scale 0 is the no-effect control and ±100 the full control effect; many of its hits are not listed in these tables
# A350 fluor = qHTS Assay for Spectroscopic Profiling in A350 Spectral Region; Compound autofluorescence, 340/450 nm, Alexa 350 dye-equivalents; stronger effect = higher value; max dye-equivalent concentration, M; AID 590, 2007; 59,000 compounds, 11% hits; in the data active means max dye-equivalent concentration above about 10 nM; inconclusive means mostly about 1.1 nM to 9.6 nM
# BRCT PPI red = qHTS Assay for Inhibitors of BRCT-Phosphoprotein Interaction (Red Fluorophore); 75,000 compounds, 0.03% hits; AID 892, 2007; Potency, µM (highest dose often 76.9 µM), without a hit: at the highest dose activity change, negative = inhibition, most hits filed as inhibitors; Breast cancer type 1 susceptibility protein (Homo sapiens), P38398; BRCT-phosphopeptide binding, red fluorescence polarization; further: on the % scale 0 is the no-effect control and ±100 the full control effect
#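 Rhodamine-labelled pBACH1 10-mer (100 nM) bound to BRCT domain (100 nM) at pH 7.3; compounds incubated 12 min room temperature, polarization read. Free peptide defines full inhibition; unlabelled decapeptide titrated as control.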
# HBB splice mod = qHTS Assay for Modulators of Hemoglobin Beta Chain Splicing; HBB splicing reporter cell assay, activation; EGFP reporter with mutant IVS2-654 intron; response scale: normalised to 500 nM splice-correcting PNA; Potency, µM (doses to about 46.1 µM), for inactives: top-dose activation, actives largely listed as activators; 65,000 compounds, 0.06% hits; AID 925, 2007; further: potency means the concentration at half of the fitted maximal effect; 0% is about no effect
#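 HeLa cells stably expressing EGFP interrupted by mutant beta-globin intron 2 (IVS2-654), 500/well in 2% FCS. Treated with compound for 2 days at 37C. Splicing correction scored as total well GFP intensity (488 nm excitation, 500-520 nm emission); 500 nM antisense PNA served as control.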
# * marks the source's active call; other numbers are inactive results; i = inactive; u = inconclusive; x = no result given; [ ] = another dose, or the depositor's remark. Unless noted, the call rests on the fitted dose curve; in most records, active means well fitted curve in the direction sought with a large enough effect; inconclusive means small, poorly fitted or top-dose-only effect, or another doubt; inactive means no such curve, though single readings can be large; an effect the other way counts as inactive or inconclusive. An unsorted share of the library (roughly 12% active in at least one column).
SMILES,CRE Fsk mod,ALOX15 inhib,Pol III holo inh,UbGFP stabilizer,BRCT PPI green,4-MU autofl,GFP derepression,Hsp90 Hop PPI,A350 fluor,BRCT PPI red,HBB splice mod
CC(C)(C)c1ccc(-c2conc2N)cc1,u,-6%,-7%,-2%,-2.6%,i,-3%,-5%,i,-0.7%,1.6%
O=C1NCC(CN(c2ccccc2)c2ccccc2)O1 (configuration not stated),-3%,-4%,10%,4%,-3.6%,i,-2%,-2%,i,0.2%,x
CC1(C)CC(=O)C(C=NCCN2CCNC2=O)=C(O)C1,u,0%,-1%,-10%,-2.0%,i,-1%,-6%,i,0.5%,6.3%
O=C(Nc1ccn(C2CC(OC(=O)c3ccccc3)C(CO)O2)c(=O)n1)c1ccccc1 (configuration not stated),-4%,-9%,-12%,-6%,1.3%,i,4%,1%,i,3.4%,0.1%
Cn1c(=O)c2cc(S(=O)(=O)NCCC(=O)NCc3ccccc3Cl)ccc2n(C)c1=O,-7%,4%,-4%,7%,0.7%,i,2%,-15%,i,-3.8%,-1.0%
COc1ccc(C(=O)CSc2nnc(-c3cc4ccccc4cc3O)n2Cc2ccco2)cc1,u,-17%,-3%,1%,0.8%,i,5%,-22%,i,0.0%,x
COc1ccccc1-c1nnc(Nc2nc3c(OC)cccc3s2)o1,u,10%,4%,-8%,-1.5%,1.1e-06M*,17%,1%,9.4e-07M*,-0.4%,-2.3%
COc1ccc(-c2nnc(SCc3cccc(C#N)c3)o2)cc1,u,-7%,3%,5%,-1.4%,i,0%,10%,i,-2.0%,3.6%
O=C(Nc1nccs1)C(NS(=O)(=O)c1ccc(Br)s1)c1ccccc1 (configuration not stated),-17%,-15%,5%,1%,0.2%,i,0%,-11%,i,-1.1%,-1.2%
COCCNC(=O)c1ccc(NS(=O)(=O)c2cc(C)ccc2C)cc1,-6%,4%,-3%,1%,1.1%,i,-5%,-4%,i,-0.5%,-0.3%
Cc1nc2cnc(OCc3ccccc3)nc2n(CCc2ccccc2)c1=O,u,5%,-5%,4%,3.2%,i,0%[9.22 µM],u,i,-0.1%,-0.8%
CCOC(=O)N1CCN(C(=O)Cc2cccs2)CC1,1%,3%,-1%,-12%,0.4%,x,0%,-2%,x,-0.4%,-0.5%
Cc1cc(C)cc(NC(=O)CN(C)S(=O)(=O)c2cnc[nH]2)c1,u,-9%,2%,2%,-2.9%,i,0%,2%,i,-0.2%,2.6%
COc1ccc(-c2noc(CCC(=O)N3CCN(c4cc(C)ccc4C)CC3)n2)cc1,u,-7%,-1%,-5%,-0.7%,i,2%,-3%,i,0.2%,0.7%
Cn1nnnc1SCC(=O)Nc1ccccc1C(=O)NCc1ccccc1,u,-10%[11.4 µM],-8%[11.4 µM],-18%[9.17 µM],-0.2%,x,-2%,-5%[11 µM],x,-1.9%,-1.8%[0.0738 µM]
OC12CCCCC1C(c1ccc3c(c1)OCO3)N(Cc1ccc(F)cc1)CC2 (configuration not stated),5%,-2%,1%,1%,-2.9%,i,3%,-8%,u,-0.2%,5.1%[0.369 µM]
O=S(=O)(c1ccc(S(=O)(=O)N2CCCC3(CCCCC3)C2)cc1)N1CCCCC1,0%,8%,1%,0%,-2.1%,i,-1%,1%,i,0.6%,x
O=c1c2ccccc2[nH]c(=S)n1CCN1CCN(Cc2ccccc2)CC1,-5%,-2%,-2%,-3%,-0.2%,i,0%,-4%,i,0.1%,-1.0%
CC(=O)c1cccc(NC(=O)NCc2cccnc2)c1,-1%,3%,-2%,-3%,-0.1%,i,-3%,-2%,i,0.7%,-0.2%
O=C(CSc1nnc(-c2cccs2)n1-c1ccccc1)NCc1ccc2c(c1)OCO2,4%,-3%,-8%,1%,-0.4%,i,0%,-6%,i,0.1%,-1.1%
Cc1cc(C)n(-c2nc3sc4c(c3c3nnc(SCC(N)=O)n23)CC(C)(C)OC4)n1,8%,2%,-4%,x,3.9%,8.6e-08M*,0%,u,1.1e-07M*,-2.7%,1.9%[0.369 µM]
Cn1c(SCC(=O)NCc2ccc3c(c2)OCO3)nnc1-c1cc2ccccc2cc1O,-17%,-14%,-1%,-3%,-3.7%,u,2%,-2%,u,-1.0%,x
CCOc1ccc(CN(Cc2ccco2)C(c2cccs2)c2nnnn2C(C)(C)C)cc1 (configuration not stated),0%,-7%,1%,-4%,-2.5%,i,-2%,17%,i,0.2%,x
Cc1cc(=O)n2nc(N3CCCC(C(=O)NCCC4=CCCCC4)C3)sc2n1 (configuration not stated),-8%,-6%,-3%,-8%,0.1%,i,-2%,0%,i,-0.3%,0.4%
O=C(O)CCc1ccc(-c2cccs2)n1Cc1ccco1,-8%,-20%,-12%,-4%,1.6%,4.2e-08M*,3%,-9%,4.7e-08M*,-0.6%,3.6%
NC(N)=N/N=C(/c1ccccc1)c1ccc(O)cc1O,-9%[7.6 µM],12%[11.4 µM],-5%[11.4 µM],-5%[9.17 µM],-0.2%[15.4 µM],i,-7%[9.22 µM],-2%[11 µM],u,0.9%[15.4 µM],0.3%[9.22 µM]
O=C(O)C1CC(=O)N(c2ccc(F)c(F)c2)C1 (configuration not stated),u,4%,-3%,11%,-0.1%,i,-3%,2%,i,1.0%,0.1%
C=CCn1c(Cc2ccc(OC)cc2)nnc1SCc1nc2ccccc2c(=O)[nH]1,u,1%,-3%,-3%,-2.7%,i,-3%,-4%,i,-1.2%,-0.3%
CCCCn1c(SCC(=O)Nc2nc(C)cs2)nnc1-c1cccnc1,10%,4%,1%,6%,-1.3%,i,0%,-1%,i,-0.8%,-1.8%
C[N+](C)(C)CCCCCCCCCC[N+](C)(C)C,-1%[17.1 µM],5%[25.6 µM],-6%[25.6 µM],-3%[20.5 µM],-1.0%[34.4 µM],u,-4%[20.6 µM],1%[26 µM],u,-0.9%[34.4 µM],1.7%[20.6 µM]
CC(C)C(=O)Nc1nnc(CCc2nnc(NC(=O)C(C)C)s2)s1,6%,1%,-3%,9%,-1.7%,u,2%,2%,u,-0.6%,0.3%[1.84 µM]
NC(=O)CSc1nc2scc(-c3ccco3)c2c(=O)n1-c1ccccc1,u,-9%,-2%,-3%,-0.6%,u,0%,-4%,u,-1.3%,0.3%[57.5 µM]
CN1CCc2c(sc3c2C(=O)NC(c2ccccn2)N3)C1 (configuration not stated),u,14%,-1%,4%,-7.9%,4.3e-07M*,0%,16µM*,2.4e-07M*,-9.7%,3.5%[1.84 µM]
CC1CC(C)CN(c2oc(-c3ccco3)nc2C#N)C1 (configuration not stated),u,-9%,1%,7%,-0.3%,1.8e-08M*,3%,u,2.1e-08M*,0.0%,0.6%
CCNS(=O)(=O)c1ccc(S(=O)(=O)N(Cc2ccccn2)C2CCCCC2)cc1,-1%,0%,-5%,3%,-2.9%,i,0%,-2%,i,-3.9%,x
COc1ccccc1OCCNC(=O)c1cccs1,4%,3%,-1%,16%,-0.6%,x,0%,-3%,x,-0.4%,0.6%
Clc1ccc(CSCCc2ccncc2)cc1Cl,-2%[7.6 µM],3%[11.4 µM],-10%[11.4 µM],-7%[9.17 µM],-1.9%[15.4 µM],i,0%[9.22 µM],-5%[11 µM],i,-0.8%[15.4 µM],4.0%[9.22 µM]
CCCc1cc(N2CCCC(C(=O)NCC)C2)n2ncnc2n1 (configuration not stated),-2%,2%,-1%,-6%,-1.6%,2.6e-08M*,2%,-2%,3.3e-08M*,-0.1%,0.0%[57.5 µM]
Cc1cn([C@H]2C[C@H](O)[C@@H](COC(N)=O)O2)c(=O)[nH]c1=O,5%[7.6 µM],-3%[11.4 µM],-11%[11.4 µM],-5%[9.17 µM],2.7%[15.4 µM],i,0%[9.22 µM],-6%[11 µM],i,1.7%[15.4 µM],2.8%[9.22 µM]
COC(=O)C1CCN(C(=O)NC(C)(C)C)CC1,4%,-3%,-4%,3%,-0.5%,i,0%,0%,u,0.0%,0.1%[57.5 µM]
Cc1ccc(C)c(Cn2nnc3c(=O)[nH]c(C(=O)NCc4ccco4)nc32)c1,6%,14%,-3%,-3%,2.6%,i,-2%,-2%,i,-2.4%,x
